Vif imaging – HIV Vif inhibition; HEK293T cells, Vif self-association by quenched fluorescence, imaging, 24 h; AID 602346; inhibition, % at 7.49 µM; 0.35% of 340,000 active; in the data active = inhibition above about 50%, passing the limit was not always enough; inconclusive = no clear call, values can overlap the other calls; inactive = below about 31%; also: some results filed as inactive read as strong as hits
TRPM1 prom inh – inhibitors of MITF-driven TRPM1 promoter in melanoma cells; SK-MEL-5 TRPM1 promoter luciferase, 24 h; inhibition, % at 12.5 µM; 0.83% of 330,000 active;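 active = mean inhibition across replicates of 60% or more, whatever share of single replicates reaches that level; inconclusive = some that reach 60%, reason not given; inactive = mean inhibition across replicates below 60%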; also: values of inactives mirror those of a sister screen read the other way
NR2E3 ag-1 – agonists of human nuclear receptor NR2E3 | 0.12% of 320,000 active | Q9Y5X4 | AID 2300 | GST-NR2E3/biotin-RetCOR TR-FRET, 1536-well | inhibition of corepressor binding, % at 4.78 µM;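 active = percent inhibition above the cutoff of mean plus 3 SD of all tested compounds, set per screening campaign, cut at about 20% in these data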;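 also: 0% = DMSO wells and 100% = biotin wells as full block of FRET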
Target sequence (Q9Y5X4 whole entry, looked up): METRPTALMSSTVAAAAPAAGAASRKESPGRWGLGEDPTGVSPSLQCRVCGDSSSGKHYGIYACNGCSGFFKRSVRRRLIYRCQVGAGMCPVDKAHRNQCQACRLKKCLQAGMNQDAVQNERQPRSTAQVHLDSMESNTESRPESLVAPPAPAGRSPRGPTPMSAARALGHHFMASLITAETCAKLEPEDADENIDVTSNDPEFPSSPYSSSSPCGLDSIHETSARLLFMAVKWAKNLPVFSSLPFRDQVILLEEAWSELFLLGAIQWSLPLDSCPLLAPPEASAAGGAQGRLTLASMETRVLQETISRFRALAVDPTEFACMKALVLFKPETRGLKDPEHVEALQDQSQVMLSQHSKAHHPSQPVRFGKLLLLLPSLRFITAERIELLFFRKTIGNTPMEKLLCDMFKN
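System: GST-tagged NR2E3 plus biotinylated RetCOR corepressor; Amount: 1.35 nM GST-tagged NR2E3 final; Dosing: single nominal compound dose of 4.8 µM; Schedule: 5 h incubation at 4 °C; Technique: TR-FRET with europium anti-GST and streptavidin-D2, 340 nm excitation; Controls: biotin wells as high control, 0.6% DMSO wells as low control.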
NR2E3 ag-2 – agonists of human NR2E3 nuclear receptor. Q9Y5X4. CHO-S Gal4-NCOR/VP16-NR2E3 two-hybrid, luciferase. inhibition of corepressor binding, % at 3.98 µM. 0.35% of 360,000 active. AID 602229;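 active = inhibition above the mean of all tested compounds plus 3 SD, cut at about 70% in these data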;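 also: 0% = DMSO with NR2E3 transfected cells and 100% = cells lacking NR2E3 construct; higher means lower luciferase signal from less NR2E3 corepressor binding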
PDI turbidity – PDI (human) enzyme inhibition; P07237; PDI insulin aggregation turbidity, A650, 90 min; inhibition, % at 10 µM; 0.052% of 350,000 active;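 active = mean inhibition across replicates of 30% or more, whatever share of single replicates reach that level; inconclusive = mean inhibition below 30% while every single replicate reaches 30%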;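 also: absorbance from insulin aggregation driven by PDI reduction with DTT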
Target sequence (P07237 whole entry, looked up): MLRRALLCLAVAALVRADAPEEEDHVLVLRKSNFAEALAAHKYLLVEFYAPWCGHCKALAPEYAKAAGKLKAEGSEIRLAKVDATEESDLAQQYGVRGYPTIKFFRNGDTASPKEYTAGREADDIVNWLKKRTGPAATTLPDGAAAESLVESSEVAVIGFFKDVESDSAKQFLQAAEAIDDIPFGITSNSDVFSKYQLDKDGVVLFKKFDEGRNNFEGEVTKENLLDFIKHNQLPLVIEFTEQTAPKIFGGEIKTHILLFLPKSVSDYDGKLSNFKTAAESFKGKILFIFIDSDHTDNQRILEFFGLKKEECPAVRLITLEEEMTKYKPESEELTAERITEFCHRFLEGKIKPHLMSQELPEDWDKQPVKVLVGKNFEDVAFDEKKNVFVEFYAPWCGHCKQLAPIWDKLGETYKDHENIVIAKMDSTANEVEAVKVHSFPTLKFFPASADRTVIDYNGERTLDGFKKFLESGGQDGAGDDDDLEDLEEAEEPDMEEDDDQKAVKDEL
HIF-2a block – HIF-2a inhibition; 786-0 RCC cells HIF-2a reporter, luciferase luminescence, overnight; inhibition, % at 18.8 µM; 0.72% of 360,000 active;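 active = inhibition of the luminescence signal of 40% or more relative to plate controls, in a single-dose primary screen at 18.75 µM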
CaV13 FRET inh – Primary screen for inhibitors of IQ motif and Ca2+-dependent inactivation inhibitor domain binding in CACNA1D, Förster resonance energy transfer in living cells, …; HEK cells, CFP/YFP FRET ICDI-IQ, plate reader, 10 min; percent FRET-ratio fall versus neutral wells; inhibition, % at 12.3 µM; 0.098% of 340,000 active;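 active = mean replicate inhibition of at least 30% and at least 1% of replicates passing that level; inconclusive = only one of the two criteria is met; inactive = neither criterion is met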;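 also: 0% = median of the neutral control wells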
Peg3 promoter – reduces Peg3 promoter-driven luciferase expression in HeLa; HeLa PEG-Prom luciferase reporter, luminescence, overnight; inhibition, % at 20 µM; 1.7% of 360,000 active; AID 588405;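 active = inhibition of at least 50% at 20 µM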
Shn3 inh set2 – Schnurri-3 reporter inhibition in Clone20 osteoblasts; 0.52% of 360,000 active; Clone20 osteoblast Shn3 3'UTR firefly luciferase, 24 h; inhibition, % at 12.5 µM;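 active = mean inhibition of at least 75% with every replicate also reaching 75%; inconclusive = mean inhibition at least 75% but some replicate below; inactive = mean inhibition below 75%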;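 also: 0% = median of neutral control wells and 100% = pilot-screen positive control compound; some compounds past the cut are filed as inactive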
KKLEB tox – CF airway cell cytotoxicity counter-screen; AID 602141; KKLEB CF airway cells viability, ATPlite luminescence, overnight; hits give low values; cells stimulated with P. aeruginosa culture filtrate; activity change (cytotoxicity), % at 5 µM; 0.36% of 360,000 active;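 active = corrected activity change at or below -50% at 5 µM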
CF NFkB inh – inhibitors of cystic fibrosis induced NF-kB; KKLEB NF-kB-GFP reporter, PAF-induced, GFP fluorescence overnight; inhibition, % at 5 µM; 0.86% of 360,000 active; AID 588850;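 active = at least 50% inhibition at 5 µM, scaled per plate between neutral and stimulator controls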;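 also: PAF is a Pseudomonas aeruginosa culture filtrate used as stimulus; plate controls were PAF-stimulated DMSO wells for no effect and unstimulated DMSO wells for full effect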
* = called active by the depositor; ? = inconclusive; . = no result given; & = joins results of further samples.

molecule,Vif imaging,TRPM1 prom inh,NR2E3 ag-1,NR2E3 ag-2,PDI turbidity,HIF-2a block,CaV13 FRET inh,Peg3 promoter,Shn3 inh set2,KKLEB tox,CF NFkB inh
O=C(Nc1ccccc1)N(Cc1ccccc1)C1=NCCS1,45,-5,2,-25,2,-34,.,-17,-9,17,-11
CCOC(=O)c1ccccc1NC(=O)CSc1nnnn1C1CCCCC1,-1,1,2,-30,0,18,.,-12,-14,-1,7
C[C@H](CO)N1C[C@H](C)[C@@H](CN(C)C(=O)Nc2ccccc2)Oc2ccc(NC(=O)Cc3ccccc3)cc2C1=O,8,-5,.,-10,-25,11,-5,-12,-3,-8,-2
Cc1ccc(S(=O)(=O)C2(C(=O)N3CCN(C4CCCCC4)CC3)CC2)cc1,4,1,4,15,2,-4,-9,16,1,-8,-9
CCN(c1ccccc1)S(=O)(=O)c1ccc(OC)c(NC(=O)CNCCc2ccccc2)c1,2,11,2,3,2,11,-5,30,80,-21,25
NC(=O)C1CCCNC1 (configuration not stated),-3&0,5,-24,5,-3,10,-5,-2,-27&-8,-8,5
Cc1ccc(NC(=O)CC(C)S(=O)(=O)c2ccc3c(c2)NC(=O)CO3)c(Cl)c1 (configuration not stated),-6,-2,3,-3,11,-9,-1,2,12,2,4
CCOC(=O)COc1cc(N)c(Cl)cc1Cl,2,3,-2,8,-6,8,-4,-19,13,1,11
CCOC(=O)C1CCCN(C(=O)C(CCSC)NC(=O)COc2ccccc2)C1 (configuration not stated),.,3,.,-13,-1,1,-4,11,-19,0,11
CCCn1nc2cc(C(=O)NCC34CC5CC(CC(C5)C3)C4)ccc2c1OCC,1,-4,5,-2,-2,13,-6,0,-52,3,2
CCOC(=O)N1CCN(C(=O)CCC2CCCC2)CC1,11,-4,3,4,2,7,-4,1,2,-3,-1
COc1ccc(/C=C/c2nc3ccccc3c(=O)o2)cc1,-15,2,0,45,-9,43*,-14,38,57,-16,25
C=CCn1cc(C(=O)NCCN(CC)CC)c(=O)c2cc(S(=O)(=O)N3CCCCCC3)ccc21,3,-11,0,-5,3,15,-2,-9,-3,-12,5
O=C(COC(=O)c1cnccn1)c1ccc(Cl)c([N+](=O)[O-])c1,19,12,4,3,-1,-5,-3,14,3,1,9
CC(C)n1nc(C(=O)Nc2nnc(SCc3c(Cl)cccc3Cl)s2)c2ccccc2c1=O,-7,10,1,3,5,-4,-8,10,-26,-32,20

Next results follow.
molecule,Vif imaging,TRPM1 prom inh,NR2E3 ag-1,NR2E3 ag-2,PDI turbidity,HIF-2a block,CaV13 FRET inh,Peg3 promoter,Shn3 inh set2,KKLEB tox,CF NFkB inh
Oc1ccc(NCc2ccccc2OCc2ccccc2)cc1,7,6,2,-13,-1,-5,-2,-29,-13,0,19
COc1ccc2cc(C3(C)NC(=O)N(CC(=O)N4CCCCC4)C3=O)ccc2c1 (configuration not stated),10,-20,.,-9,-7,16,-4,11,15,-6,6
CCC(=O)N1C(C(=O)O)CSC1c1ccc(OC)cc1 (configuration not stated),10,-6,1,-16,.,10,-4,-9,-14,-4,5
COc1cc(C(=O)N2CC(C)OC(C)C2)c([N+](=O)[O-])cc1OC (configuration not stated),-1,4,0,19,0,7,-8,2,16,2,-3
CCCCNC(=S)NNC(=O)c1csc(CC)c1,-3,-2,2,-41,-5,-149,-4,-120,-16,-2,12
CC(=O)Nc1cccc(NC(=O)/C=C/c2ccc(S(=O)(=O)N3CCOCC3)cc2)c1,5,2,.,20,-4,12,-7,14,18,-2,-23
Clc1cccc(CSc2ncnc3c2ncn3C2CCCCO2)c1 (configuration not stated),-4,-68,.,-124,9,-218,-6,-206,-23,-6,19
COc1ccc(-n2c(Cc3cccn3C)nnc2SCC(=O)Nc2nccs2)cc1,3,-3,2,0,.,10,-3,12,-8,2,-6
CC1(C(=O)NS(=O)(=O)c2ccccc2)CCN1C(=O)CCc1ccc(Cl)cc1Cl (configuration not stated),-11,.,.,-3,-82,6,-5,-4,-30,0,-7
O=S(=O)(CCN1CCN(c2ccccc2O)CC1)c1ccc(Cl)cc1,.,.,.,-7,-1,1,-6,-5,10,15,-19
C=CCNCc1cccn1-c1ccccc1,-3,0,3,-4,-12,-3,.,-4,-31,-3,-5
O=S(=O)(c1ccccc1Br)N(Cc1ccccc1)CC(O)COCc1ccccc1 (configuration not stated),-4,-9,.,-47,-2,-22,-4,16,2,7,10
CCOc1ccc(NC(=O)CN2CC(c3ccccc3)CC2=O)cc1 (configuration not stated),1,6,2,6,.,5,-2,-3,-10,24,-25
Cc1ccc(N(Cc2cc3ccc(C)cc3[nH]c2=O)S(C)(=O)=O)c(C)c1,0,-10,1,-14,9,15,-4,4,-20,6,4
c1c2c(cc3sc(N4CCOCC4)nc13)OCCO2,29,44,-4,-110,-13,55*,-3,28,43,-9,15

Following part.
molecule,Vif imaging,TRPM1 prom inh,NR2E3 ag-1,NR2E3 ag-2,PDI turbidity,HIF-2a block,CaV13 FRET inh,Peg3 promoter,Shn3 inh set2,KKLEB tox,CF NFkB inh
O=C(CCCn1c(=S)[nH]c2ccc(Br)cc2c1=O)NCC1CCCO1 (configuration not stated),2,0,-1,-6,1,10,-5,2,9,-27,1
CC(=O)C1=C(O)C(=O)N(CCCn2ccnc2)C1c1ccc(C)cc1 (configuration not stated),1,3,2,-7,7,13,-9,2,-1,-19,11
CCc1nnc(NC(=O)CN2CCN(Cc3ccc(C)cc3)CC2)s1,15,5,5,22,0,20,13,3,-3,2,18
Cc1ccc(Nc2cc(C)nc3ccccc23)c(C)c1,-11,17,1,-33,12,17,3,9,33,-6,0
COc1ccccc1Cc1c(-c2ccccc2)nc2ccc(Cl)cn12,.,.,.,-10,.,-197,-4,-86,5,-6,14
O=C(COC(=O)CNC(=O)c1ccc(Cl)cc1Cl)Nc1cccc(S(=O)(=O)N2CCCC2)c1,-4,4,0,7,-1,-7,-7,4,4,-10,12
O=C(NCC1CCCN(Cc2ccc3nonc3c2)C1)c1cccc(C(F)(F)F)c1 (configuration not stated),-2,8,3,-11,-1,12,-4,51*,4,-3,-10
CCC1CCCCN1C(=O)c1cccc(S(=O)(=O)Nc2cc(C(F)(F)F)ccc2Cl)c1 (configuration not stated),5,13,-3,4,-10,11,-14,7,4,2,-2
CC1(c2ccc(OC(F)F)cc2)NC(=O)N(CC(=O)NCCC2=CCCCC2)C1=O (configuration not stated),-2,1,4,-1,13,-10,-6,14,2,-5,-17
Cc1ccc(S(=O)(=O)N(C)CCCC(=O)Nc2ccccn2)cc1,-16,8,-1,5,-1,1,-4,16,-4,1,10
COc1cc(NC(=S)NC(=O)c2ccccc2C)ccc1NC(=O)c1cccs1,1,-6,1,-32,7,9,0,-13,32,6,-6
CCOC(=O)c1ccc(NC(=S)N(Cc2cccnc2)Cc2ccco2)cc1,-3,3,1,-35,3,5,5,7,-5,-19,13
Cn1cc(S(=O)(=O)N2CCN(c3ccccc3)CC2)c(=O)n(C)c1=O,9,.,1,-17,.,2,-6,5,?,-1,-13
CC12CCC(=O)N1C(C(=O)NNC(=O)c1cccc(Cl)c1)CS2 (configuration not stated),-3,-5,0,2,-1,0,-16,10,-2,8,6
O=C(NNc1cccc(Cl)n1)Nc1ccccc1Cl,-1,10,0,-17,0,10,-6,1,17,-12,2

Other results.
molecule,Vif imaging,TRPM1 prom inh,NR2E3 ag-1,NR2E3 ag-2,PDI turbidity,HIF-2a block,CaV13 FRET inh,Peg3 promoter,Shn3 inh set2,KKLEB tox,CF NFkB inh
c1ccc(Cn2nnc3c(NCc4ccc5c(c4)OCO5)nc(C4CC4)nc32)cc1,.,-8,3,-14,-9,13,0,3,10,-10,13
O=C(Cc1ccccc1)NCC(=O)N1CCC1,8,2,2,-27,10,10,-5,11,11,-2,12
COc1ccccc1CC(=O)N1CCN(c2ccccc2)CC1,7,0,7,-14,-1,8,-21,-2,21,14,8
CN(C)C(=O)c1cc(C(=O)c2ccccc2F)c[nH]1,-1,-10,-3,-17,8,-38,-3,-26,-23,0,18
COc1ccc(Cl)cc1N1C(=O)C2CCCN2C1c1cccc(F)c1 (configuration not stated),3,.,-1,-1,.,17,9,5,12,6,17
CC(C)[C@H](NC(=O)c1ccccc1)C(=O)NC1CCCCCCC1,-6,8,.,-11,-2,8,-2,16,48,3,11
NCCC(=O)NC[C@H]1O[C@@H](n2cnc3c(N)ncnc32)[C@H](O)[C@@H]1O,4,-3,.,-14,0,15,-6,13,-22,10,-9
COC(=O)C1=C(C)N(Cc2ccccc2)C(=NCc2cc(OC)c(OC)c(OC)c2)N[C@H]1c1ccc(Br)cc1,6,55,.,-20,-6,-4,.,106*,10,-30,40
COc1ccc(C(C)NC(=O)C2CCN(CCOc3ccc(Cl)cc3Cl)CC2)cc1OC (configuration not stated),.,.,.,-4,-1,-7,.,19,19,-12,18
Cc1[nH]c(C)c(S(=O)(=O)N2CCCCC2)c1C(=O)N1CCCCC1,10,7,-2,-21,-3,4,-6,-21,7,-12,4
COc1ccc2nc(NC(=O)Cc3cccs3)sc2c1,2,-42,-1,-102,-10,-240,.,-301,-53,-42,-4
CCN(C1CCCCC1)S(=O)(=O)CCNC(=O)c1ccc2c(c1)OCO2,2,2,0,12,2,12,-5,19,0,-9,9
O=C(O)C1CCCN1S(=O)(=O)c1ccc(Br)cc1 (configuration not stated),-3,0,5,6,2,15,-19,19,-11,1,-3
C[C@]12CC[C@@H]3c4ccc(OS(=O)(=O)O)cc4CC[C@H]3[C@@H]1CCC2=O,-10&1,-1&-3,0&6&3,-57&-7,5&-1,-1&0,-5&-5,-5&1,-15&8,3&-12,-10&-1
O=C1CCCC(O)=C1N=Nc1ccc2c(c1)OCO2,1,-12,-1,-96,-11,-190,-8,-229,-6,-9,-6

New compounds follow.
molecule,Vif imaging,TRPM1 prom inh,NR2E3 ag-1,NR2E3 ag-2,PDI turbidity,HIF-2a block,CaV13 FRET inh,Peg3 promoter,Shn3 inh set2,KKLEB tox,CF NFkB inh
O=C(c1ccco1)N1CCCN(Cc2nc(Cc3ccccc3)no2)CC1,-4,2,1,13,-2,9,9,-12,-2,3,-5
N/C(=N\OC(=O)CC1CCCCC1)c1cccc([N+](=O)[O-])c1,10,8,5,-22,6,-24,-5,-21,-25,-26,13
CCCC(c1nnnn1Cc1ccco1)N1CCN(c2cc(Cl)ccc2C)CC1 (configuration not stated),-2,-2,2,-4,5,27,.,40,4,-15,9
COc1ccc(S(=O)(=O)N2CCN(C(=O)CSC(=S)N3CCCC3)CC2)cc1,-8,11,1,5,-3,10,-5,4,-1,4,1
CCCc1cc(=O)[nH]c(SCC(=O)N2CCCCCC2)n1,-3,1,.,2,-9,7,-3,9,-4,8,-1
CN1N=C(C(=O)N2CCCC(N3CCN(c4ccc(F)cc4)CC3)C2)CCC1=O (configuration not stated),14,-12,0,-6,-7,7,.,-11,6,8,-2

Screening results from PubChem.
